Screening data from PubChem BioAssay.
Hck Nef HTS: inhibitors of Nef-activated human Hck kinase, primary screen, biochemical, Z-Lyte FRET, 384-well, Hck-YEEI; AID 463187, 2010; inhibition, % at 20 µM; Tyrosine-protein kinase HCK (Homo sapiens), P08631; Recombinant Hck-YEEI plus Nef, Z-Lyte FRET kinase assay; hit rate 0.68% among 220,000;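 active = Hck-Nef kinase inhibition above about 50%, limit read from the data; inactive = inhibition below that limit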;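 also: 0% = DMSO with Hck plus Nef and 100% = Hck alone without Nef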
PERK inh: block of dimerizer-induced PERK translation repression, primary screen, PERK inhibitor project, CHO PERK-DD cells, SEAP luminescence, HTS; Eukaryotic translation initiation factor 2-alpha kinase 3 (Homo sapiens), Q9NZJ5; CHO PERK-DD fusion, SEAP luminescence translation reporter; inhibition, % at 5.6 µM; hit rate 0.17% among 220,000; AID 1416, 2008;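 active = inhibition above the mean inhibition of all tested compounds plus 3 SD, set separately per screening campaign, cut at about 2.9% in these data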;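 also: PERK kinase domain activated by AP20187 dimerizer at 100 nM; 0% = DMSO with dimerizer and 100% = rapamycin at 8.4 µM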
Target sequence (Q9NZJ5 whole entry, looked up, the tested form may be a part): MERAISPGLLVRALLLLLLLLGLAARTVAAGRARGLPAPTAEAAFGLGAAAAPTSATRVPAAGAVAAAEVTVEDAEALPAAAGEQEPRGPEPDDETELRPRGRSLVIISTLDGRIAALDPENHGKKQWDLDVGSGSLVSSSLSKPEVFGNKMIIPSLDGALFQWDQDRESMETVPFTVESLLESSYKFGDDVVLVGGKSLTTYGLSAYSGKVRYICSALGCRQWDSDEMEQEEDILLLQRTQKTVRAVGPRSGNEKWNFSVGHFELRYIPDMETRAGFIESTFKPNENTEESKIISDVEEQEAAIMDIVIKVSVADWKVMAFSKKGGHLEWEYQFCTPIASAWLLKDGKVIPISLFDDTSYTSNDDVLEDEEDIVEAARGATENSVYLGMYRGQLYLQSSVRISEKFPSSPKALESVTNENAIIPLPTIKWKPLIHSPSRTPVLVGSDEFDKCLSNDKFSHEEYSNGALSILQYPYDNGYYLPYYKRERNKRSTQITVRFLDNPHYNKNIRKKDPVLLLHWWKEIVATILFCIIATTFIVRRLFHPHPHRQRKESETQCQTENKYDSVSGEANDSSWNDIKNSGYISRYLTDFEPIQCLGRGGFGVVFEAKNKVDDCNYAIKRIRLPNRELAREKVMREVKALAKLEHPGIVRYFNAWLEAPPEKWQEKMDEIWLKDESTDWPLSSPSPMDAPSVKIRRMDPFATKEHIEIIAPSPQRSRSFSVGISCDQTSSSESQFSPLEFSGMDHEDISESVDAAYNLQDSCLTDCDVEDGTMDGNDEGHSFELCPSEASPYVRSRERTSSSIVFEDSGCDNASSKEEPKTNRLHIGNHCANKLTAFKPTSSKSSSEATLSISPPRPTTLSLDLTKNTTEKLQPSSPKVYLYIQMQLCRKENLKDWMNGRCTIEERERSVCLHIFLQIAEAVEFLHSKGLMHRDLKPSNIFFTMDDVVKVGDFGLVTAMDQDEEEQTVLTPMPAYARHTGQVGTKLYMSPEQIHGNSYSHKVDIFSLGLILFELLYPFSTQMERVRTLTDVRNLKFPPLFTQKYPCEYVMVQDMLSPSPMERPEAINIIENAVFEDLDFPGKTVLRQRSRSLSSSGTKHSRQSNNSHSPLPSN
RBBP9 inhibitor: human RBBP9 inhibitors, primary screen, biochemical, fluorescence polarization, FP-Rh probe, HTS. hit rate 0.2% among 220,000. Serine hydrolase RBBP9 (Homo sapiens), O75884. inhibition, % at 7.94 µM. AID 1515, 2009. recombinant RBBP9;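 active = inhibition above the campaign mean of all tested compounds plus 3 SD, cut at about 14% in these data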;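 also: plate controls were DMSO wells with RBBP9 for no effect and wells lacking RBBP9 protein for full effect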
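Controls: DMSO-treated enzyme wells and wells lacking RBBP9 | Material: RBBP9 protein | Technique: Fluorescence polarization | Replication: Single well per compound, no replicates | Buffer or medium: Tris-NaCl-Pluronic buffer, pH 8.0 | Timing: 30 min compound preincubation, 45 min probe labeling, 25 °C | Read-out basis: Percent inhibition from mP, scaled between DMSO and no-protein wells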
Runt-SMMHC FRET: inhibitors of RUNX1 Runt–CBFb-SMMHC binding, primary screen, biochemical, FRET, Cerulean-Runt, Venus-CBFb-SMMHC, uHTS; Runt-related transcription factor 1 (Homo sapiens) + Core-binding factor subunit beta …; Cerulean-Runt/Venus-CBFb-SMMHC FRET ratio 530/480, 1 h; inhibition, % at 20 µM; hit rate 0.74% among 220,000;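 active = mean inhibition across duplicate retests at 20 µM reaching about 50%, limit read from the data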;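 also: 0% = DMSO wells and 100% = wells with excess untagged CBFb-SMMHC; inhibitors lower the FRET ratio by blocking Runt binding to CBFb-SMMHC; some results filed as inactive read as strong as hits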
L929 necroptosis: inhibitors of zVAD-triggered necroptosis, primary screen, L929 cells | hit rate 0.38% among 220,000 | viability rescue, % at 10 µM | L929 zVAD necroptosis rescue, ATP luminescence, 24 h; with zVAD 60 µM;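 active = activation, scaled between plate controls, above about 75%, limit read from the data; inactive = activation under that limit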;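 also: 0% = zVAD with DMSO and 100% = DMSO alone without zVAD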
EP2 antag: human EP2 receptor antagonists, primary screen, TR-FRET cAMP, C6 glioma cells; Prostaglandin E2 receptor EP2 subtype (Homo sapiens), P43116; C6 glioma cells expressing human EP2; cells stimulated with saturating PGE2; inhibition, % at 25 µM; hit rate 0.52% among 260,000; AID 1422, 2008;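 active = percent inhibition above 40 after rounding to a whole number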;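 also: rat C6 glioma host cells with rolipram phosphodiesterase inhibitor present; the protocol text gives 20 µM as final concentration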
EP2 mod: EP2 receptor modulators, cAMP readout, primary screen, cell-based, HTRF cAMP, PGE2 stimulation | induction, % at 25 µM | hit rate 0.83% among 260,000 | Prostaglandin E2 receptor EP2 subtype (Homo sapiens), P43116 | EP2-expressing cells, cAMP HTRF FRET, PGE2 co-stimulation;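 active = compounds whose cAMP rise, as percent of the full-agonist control response, exceeds 60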;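 also: rat C6 glioma line stably carrying human EP2 under a CMV promoter; the protocol text gives 20 µM as final concentration; 100% = response of wells given 1 µM PGE2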
TNF necrop inh: inhibitors of TNF-alpha triggered necroptosis, primary screen, cell-based, Jurkat FADD-/-, single concentration | AID 463075, 2010 | activation (protection from cell death), % at 10 µM | hit rate 0.068% among 220,000 | Jurkat FADD-/- TNF necroptosis rescue, ATP luminescence, 24 h; 0 = TNF only, 100 = no-TNF cells;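 active = activation, meaning protection from cell death, of at least 50% relative to plate controls; inactive = activation below 50%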;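 also: necroptosis triggered by 40 ng/mL TNF-alpha added together with compound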
Runt-CBFb FRET: inhibitors of RUNX1 Runt–CBFb binding, primary screen, biochemical, FRET, Cerulean-Runt, Venus-CBFb, uHTS | hit rate 0.46% among 220,000 | Runt-related transcription factor 1 (Homo sapiens) + Core-binding factor subunit beta … | inhibition, % at 20 µM | Cerulean-Runt/Venus-CBFb FRET ratio 530/480, 1 h;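 active = inhibition over about 50% at 20 µM in the single-dose screen, limit read from the data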;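 also: 0% = DMSO wells and 100% = excess unlabeled CBFb competitor control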
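Buffer or medium: Tris pH 7.5 buffer with BSA. Assay system: Cerulean-labeled Runt domain protein. Amount: each fluorescent fusion protein 100 nM. Read-out basis: loss of energy transfer signal. Incubation: 1 h compound exposure, room temperature. Probe or stimulus: Venus-CBFb binding partner, 100 nM. Detection: FRET, excitation 422 nm, emission at 530 and 480 nm.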
* marks the source's active call; other numbers are inactive results; . = no result given; & = joins results of further samples. The list is partial; rates above refer to the full screens.

Compound	Hck Nef HTS	PERK inh	RBBP9 inhibitor	Runt-SMMHC FRET	L929 necroptosis	EP2 antag	EP2 mod	TNF necrop inh	Runt-CBFb FRET
CN(C)CCCN1C(=O)CSC1c1ccccc1 (stereo not given)	6	1.0	-1	2	0.2	11	-15	1.0	1
COc1ccc(S(=O)(=O)N2CCCC(C(=O)Nc3cccnc3)C2)cc1Cl (stereo not given)	-1	-0.8	0	0	0.1	9&6	5&-50	-3.0	1
CC1CC(C)CN(CCOCCSc2ccc(Cl)cc2)C1 (stereo not given)	-4	0.7	-1	-1	0.8	4	4	4.0	0
Cn1cccc1Cc1nnc(SCC(=O)N2CCCCCC2)n1CCc1ccccc1	0	-1.4	-10	2	-0.3	5	-1	0.5	-4
CC(=O)Nc1ccc(N(C(=O)CNC(=O)c2ccco2)C(C(=O)NCc2ccco2)c2ccccc2F)cc1 (stereo not given)	-9	-0.5	2	2	-0.1	5	-28	-0.2	0
O=C(COc1ccccc1)NCCSc1ccccc1	4	1.1	0	0	1.3	10	-43	0.9	-2
CC(C)NC(=O)COc1nncc2ccccc12	15	1.1	-9	-1	-0.2	9	16	0.2	2
CCC(C)(C)NC(=O)C(Sc1ccccc1)c1ccccc1 (stereo not given)	-10	-0.1	-12	2	-1.1	4	-18	-1.6	-1
C=CCSc1nnc(-c2ccc([N+](=O)[O-])cc2)o1	17	1.1	-2	1	0.5	4	-16	-0.6	-1
Cc1cc2c(c(/C=C/C(=O)c3ccccc3)c1)OC1(C=C2)Oc2ccccc2C(=O)N1C (stereo not given)	21	-0.1	-2	-2	1.3	6	27	-6.5	0
O=C(CSc1ncnc2c(-c3ccc(Cl)cc3)nsc12)c1ccccc1	-2	1.7	-14	-6	1.3	30	28	0.2	0
Cc1cc(Oc2nc3c(C)cccn3c(=O)c2/C=C(\C#N)S(=O)(=O)c2ccccc2)ccc1Cl	-1	1.3	-9	-122	0.6	8	27	-8.3	-147

Compound	Hck Nef HTS	PERK inh	RBBP9 inhibitor	Runt-SMMHC FRET	L929 necroptosis	EP2 antag	EP2 mod	TNF necrop inh	Runt-CBFb FRET
NS(=O)(=O)c1ccc(CNC(=O)/C=C/c2ccc(S(=O)(=O)N3CCOCC3)cc2)cc1	19	1.0	5	-2	0.1	4	7	6.6	2
CCN(CC)S(=O)(=O)c1ccc(OC)c(NC(=O)C(C)Oc2ccc3c(C)cc(=O)oc3c2)c1 (stereo not given)	-1	-0.9	0	-3	0.6	5	15	4.9	-7
Cc1nc2nc(SCC(N)=O)[nH]c2cc1Br	2	1.2	-2	-8	0.0	11	-7	-2.6	3
Cc1nc(SCC(=O)O)c(C#N)c(-c2ccco2)c1C(=O)N(C)C	12	1.6	-4	10	1.1	5	7	0.5	1
CCCOc1ccc(C(=O)OCC(=O)c2c(N)n(C)c(=O)n(C)c2=O)cc1OC	-14	1.3	-1	1	0.9	2	-18	-0.2	0
O=C1CCCCCN1Cc1ccccc1	-2	0.6	8	1	0.2	15	-2	1.0	-2
O=C(COc1nsnc1N1CCOCC1)N1CCOCC1	0	-0.5	-2	-2	1.0	14	1	0.7	2
COc1ccc2c(c1)SCC/C2=C\CN1C(=O)CCC1=O	3	-0.4	-5	1	-0.4	5	8	2.1	-2
CCOC(=O)N1CCc2c(sc3c2C(=O)NC(c2ccccc2)N3)C1 (stereo not given)	5	0.7	-6	13	2.5	.	6	-7.3	11
COn1c(SCC(=O)N(C)C)nc2ccccc2c1=O	5	-0.5	-1	-1	-0.3	8	10	-2.3	1
CCCCNC(=O)NS(=O)(=O)c1ccc(C(=O)OC(C)C)o1	1	1.6	-4	4	0.6	17	21	0.3	0
CCn1c(=O)cc(OCC(=O)NCCCN2CCC(C)CC2)c2ccccc21	0	0.0	4	1	3.4	3	11	-2.5	-1

Compound	Hck Nef HTS	PERK inh	RBBP9 inhibitor	Runt-SMMHC FRET	L929 necroptosis	EP2 antag	EP2 mod	TNF necrop inh	Runt-CBFb FRET
O=C(CNC(=O)c1ccccc1F)OCC(=O)N1CCCc2ccccc21	0	0.3	-6	3	0.6	5	5	1.6	-1
CCCNC(=O)COC(=O)c1ccccc1C(=O)c1ccc(Cl)c([N+](=O)[O-])c1	9	1.1	-7	-1	61	9	-7	-15	1
COc1ccc(NC(=O)C2CCN(c3nc(C)cc(C)n3)CC2)cc1	7	0.4	-1	-3	0.7	9	23	-1.0	-6
O=C(c1cccc(S(=O)(=O)N2CCc3ccccc3C2)c1)N1CCN(c2ccccc2)CC1	-29	-0.7	-8	2	0.3	7	32	-2.6	0
CC(C)COC(=O)c1ccc2c(c1O)C(=O)c1ccccc1C2=O	1	-0.6	6	-3	0.4	7	-12	-4.2	-4
Nc1nonc1N/N=C\c1ccccc1	24	0.4	-6	0	0.3	7	-8	1.0	1
CC(C)CCN1CC(O)=C(c2nc(-c3ccc(Cl)cc3)cs2)C1=N	0	0.0	-2	4	0.4	10	-23	0.8	2
COc1ccccc1/C=N/NC(=O)c1ccc(NC(=O)c2cccc([N+](=O)[O-])c2)cc1	25	0.7	-8	0	2.7	5	-74	1.9	0
S=C(NCc1ccc(Cl)c(Cl)c1)Nc1ccc2c(c1)OCO2	-1	1.5	1	3	-0.1	8	-17	-2.8	1
CC(C)Sc1nc(SCC(=O)NCc2ccco2)c2c3c(sc2n1)COC(C)(C)C3	1	-0.8	-10	-3	8.1	11	48	3.0	-5
CC(C)[C@H](NC(=O)C1(c2ccccc2)CCN(C(=O)OC(C)(C)C)CC1)C(=O)O	-1	-0.4	3	0	0.2	5	27	1.3	-1
Cn1cnnc1SCC(=O)Nc1ncc(C(F)(F)F)cc1Cl	-12	2.1	5	-7	0.1	9	-28	0.6	1

Compound	Hck Nef HTS	PERK inh	RBBP9 inhibitor	Runt-SMMHC FRET	L929 necroptosis	EP2 antag	EP2 mod	TNF necrop inh	Runt-CBFb FRET
O=C(CCc1ccccc1)NCc1cccnc1	0	0.5	6	3	-0.3	11	34	-1.0	.
CC(NCC(O)COC1CCC(C(C)(C)C)CC1)c1ccccc1 (stereo not given)	25	-0.2	-9	2	7.4	2	-6	1.9	-2
O=C(NCc1ccco1)c1cccc(NC(=O)c2ccco2)c1	-1	-0.2	-5	4	-0.3	10	6	0.1	3
OCCCNC(=S)Nc1ccc(Br)cc1Cl	4	1.2	-11	1	-0.2	9	-3	-0.6	-1
Cc1ccc(NCC(=O)N/N=C/c2ccc(OC(=O)c3ccco3)cc2)cc1	3	2.2	1	-3	-0.4	10	6	-10	-2
CCOC(=O)CNS(=O)(=O)c1cc(-c2nnc(Nc3ccc4c(c3)OCO4)c3ccccc23)ccc1C	1	-0.8	-4	-13	2.7	9	-17	-2.9	-4
c1ccc(CN2OCC3Cn4c(nc5ccccc54)C32)cc1 (stereo not given)	24	.	.	1	-0.6	11	-23	0.9	2
CS(=O)(=O)N1CCN(C(=O)c2ccncc2)CC1	2	0.8	3	-64	0.0	10&8	3&-1	-2.0	1
NS(=O)(=O)c1ccc(Cl)c(C(=O)Nc2ccccc2[N+](=O)[O-])c1	18	1.9	2	0	-1.0	7	-29	-0.8	2
COCCNc1nc2c(c(=O)n(C)c(=O)n2C)n1Cc1cccc(C(F)(F)F)c1	8	-0.8	-5	-3	-2.5	4	5	-2.7	-2
O=C(COC(=O)COc1ccccc1F)Nc1ccc(Cl)cn1	-4	0.8	0	5	1.6	17	-2	3.2	-2
CCN(CC)c1nc(-c2ccccc2)cc(C(F)(F)F)c1C#N	9	0.3	-2	130*	0.7	16	50	-2.2	40

Next section (two carried over from the part before).
Compound	Hck Nef HTS	PERK inh	RBBP9 inhibitor	Runt-SMMHC FRET	L929 necroptosis	EP2 antag	EP2 mod	TNF necrop inh	Runt-CBFb FRET
O=C(COC(=O)COc1ccccc1F)Nc1ccc(Cl)cn1	-4	0.8	0	5	1.6	17	-2	3.2	-2
CCN(CC)c1nc(-c2ccccc2)cc(C(F)(F)F)c1C#N	9	0.3	-2	130*	0.7	16	50	-2.2	40
COc1ccc(C(=O)Nc2ccc(S(=O)(=O)N3CCCC3)cc2)c(OC)c1	-1	-1.0	-10	1	-0.3	4	-18	0.8	1
O=C(NC1CC1)C1=NOC(CNc2ncc(C(F)(F)F)cc2Cl)C1 (stereo not given)	-3	-0.6	-6	2	-0.2	11	26	0.9	2
COc1ccc(NC(=O)C2CCCO2)cc1OC (stereo not given)	0	0.1	-9	-4	0.1	9	11	0.4	2
CCCS(=O)(=O)N1CCN(C(=O)c2cccs2)CC1	-1	0.8	-9	0	-0.2	9	7	0.3	0
CCOC(=O)c1cc(C)n(Cc2ccccc2)c1C	3	0.2	-9	-1	-0.6	8	5	-1.7	-2
CSc1ccc(C(=O)C2CCCN(Cc3cccc4nccnc34)C2)cc1 (stereo not given)	4	-2.5	-1	-5	-0.1	4	-8	3.5	1
N#Cc1c(NC(=O)CSc2ncn[nH]2)sc2c1CCCC2	-2	-0.6	-11	-2	0.1	9	-8	-0.3	-2
CC1CCN(C(=O)CN2C(=O)C(=O)c3ccccc32)CC1	6	0.9	-3	-4	0.3	11	15	-0.1	-1
CC(=O)c1ccc(NC(=O)C2CCCN(S(=O)(=O)c3c(C)[nH]c(=O)[nH]c3=O)C2)cc1 (stereo not given)	-14	-0.1	-5	3	2.1	7	3	-0.5	1
COc1ccccc1C1C(C#N)=C(N)Oc2c1c(-c1ccccc1)nn2-c1ccccc1 (stereo not given)	1	0.5	1	-2	3.0	6	21	-2.1	2
O=S(=O)(NCc1ccco1)c1cnc(Cl)c(Br)c1	0	1.8	-2	2	-0.8	6	17	-2.4	-2
Cc1cc2ncn(-c3ncnc4sc5c(c34)CCC(C)C5)c2cc1C (stereo not given)	1	1.1	-6	-3	0.1	.	14	-3.8	-2
Cc1ccccc1C(=O)N/N=C/c1ccsc1C	5	1.2	1	0	-0.4	15	-46	1.7	1
